# Screens (PubChem BioAssay)
# hcGAS inh: Primary biochemical luminescence assay for human cyclic GMP-AMP synthase inhibitors. recombinant h-cGAS, ATP depletion, Kinase-Glo luminescence. inhibition, % at 12.5 µM. hit rate 0.081% among 290,000. AID 1259398, 2018;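 also: 0% = vehicle reaction and 100% = reaction without DNA for no activity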
# Target sequence (Q8N884 whole entry, looked up): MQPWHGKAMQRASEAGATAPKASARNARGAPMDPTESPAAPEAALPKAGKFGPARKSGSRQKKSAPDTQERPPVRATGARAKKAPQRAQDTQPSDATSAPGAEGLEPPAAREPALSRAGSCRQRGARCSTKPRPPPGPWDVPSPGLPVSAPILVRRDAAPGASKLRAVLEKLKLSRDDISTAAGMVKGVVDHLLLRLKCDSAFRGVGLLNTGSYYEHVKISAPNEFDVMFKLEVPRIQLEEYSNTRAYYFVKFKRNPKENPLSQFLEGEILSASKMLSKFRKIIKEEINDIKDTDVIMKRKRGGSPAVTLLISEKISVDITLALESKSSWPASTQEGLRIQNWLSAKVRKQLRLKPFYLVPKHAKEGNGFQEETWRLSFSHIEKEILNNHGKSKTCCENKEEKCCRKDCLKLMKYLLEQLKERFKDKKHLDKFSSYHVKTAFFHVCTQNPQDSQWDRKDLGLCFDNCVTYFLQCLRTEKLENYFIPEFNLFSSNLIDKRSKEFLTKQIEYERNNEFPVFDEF
# NPYLR7 ag: agonists of mosquito NPYLR7 receptor, primary screen, cell-based, Aedes aegypti, calcium fluorescence, mosquito biting behavior; activation, % at 10 µM; Aedes aegypti neuropeptide Y-like receptor 7 (NPYLR7); AID 1259423, 2018; hit rate 0.15% among 270,000; HEK293T NPYLR7/Galpha15, GCaMP6s calcium fluorescence; in the data active = activation above about 40%;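 also: 0% = vehicle and 100% = reference agonist at the receptor; some compounds past the cut are filed as inactive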
# mcGAS inh: cyclic GMP-AMP synthase inhibitors, mouse, primary biochemical chemiluminescence; hit rate 0.15% among 160,000; recombinant cGAS, Kinase-Glo ATP depletion luminescence; inhibition, % at 12.5 µM;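 also: 0% = negative control wells and 100% = reference inhibitor with no enzyme activity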
# * hit, by the source's call; . = not tested or not shown; & = joins results of further samples. Rule as the data show it, unless noted: active = inhibition above about 40%; inactive = the rest.
SMILES,hcGAS inh,NPYLR7 ag,mcGAS inh
C=CCNC(=O)c1ccccc1N1CCC(NS(=O)(=O)c2ccc(Cl)cc2)CC1,3,3,0
COc1ccc(CN2CCNC(=O)C2CC(=O)N(C)Cc2ccccn2)cc1OC (stereo unspecified),-1,2,-3
O=C(Cn1nnnc1CN1CCc2ccccc2C1)N1CCN(c2ncccn2)CC1,-3,-2,-2
CC1(c2ccc(F)c(F)c2)NC(=O)N(CN2CCC(c3ccccc3)C2)C1=O (stereo unspecified),-7,8,.
O=S(=O)(NNc1ccc(F)cc1F)c1cccc(Cl)c1,0,-5,2
CCN(C(=O)CCc1ccccc1)C(C)C(=O)c1c(C)c(C(=O)OC)n(C)c1C (stereo unspecified),-10,-6,-5
COC(=O)c1ccccc1OC(=O)c1cccc(S(=O)(=O)N(C)C)c1,-1,2,-6
O=C(NCc1cccc2c1OCCCO2)c1ccc(S(=O)(=O)NC2CC2)cc1,2,4,.
Cc1cc(C)n(CCNc2nccc(N3CCC(O)C3)n2)c(=O)n1 (stereo unspecified),-6,15,-12
CCCCOc1ccc(-c2nc(C=Nc3ccc(S(=O)(=O)NC(C)=O)cc3)c(O)o2)cc1,-6,1,-6
CCN(CC)S(=O)(=O)NCC1CCN(Cc2cccs2)C1 (stereo unspecified),-3,2,.
CC(=O)Oc1cccc(C)c1,1,2,.
CC/C=C(\C)CN1CCC(CNC(=O)C2(N)CCCC2)C1 (stereo unspecified),-4&-6,8&-3,.
CC1C(=O)C(C)C(c2cccs2)NC1c1cccs1 (stereo unspecified),-3,0,.
CCCCCCn1c(N2CCC(C(N)=O)CC2)nc2c1c(=O)[nH]c(=O)n2C,-5,3,.
CCCCN(C(C)=O)c1c(N)n(Cc2ccccc2)c(=O)n(C)c1=O,-5,2,.
CN1C(=C2C=NN(c3ccccc3)P2(=O)Nc2ccc([N+](=O)[O-])cc2)C(C)(C)c2ccccc21 (stereo unspecified),-5,7,.
COc1ccc2cc(C(=O)N3CCCC(C(=O)c4cccc5ccccc45)C3)n(C)c2c1 (stereo unspecified),0&-4,7&-2,-2
CCOC(=O)N1CCN(C(=O)CC(c2ccc3c(c2)OCO3)c2cn(CC)c3ccccc23)CC1 (stereo unspecified),4,3,0
CN=c1scc(-c2ccc(Br)cc2)n1N=Cc1ccccc1I,-7,-1,.
Cc1nnc2c(C(=O)NCCc3ccccc3)cccn12,-2,6,-2
COc1ccc(-c2nc3ccc(C)cn3c2NC(=O)c2ccc(C(F)(F)F)cc2)cc1OC,-7,-4,-8
O=C1CSC(c2ccccn2)N1c1ccc(F)cc1F (stereo unspecified),-3,-5,.
CN1C(=O)N(C)C2(c3ccccc3)N(C(C)(C)C)C(=O)NC12c1ccccc1 (stereo unspecified),-8,8,.
CCN(CCNC(=O)CN(C)S(=O)(=O)c1ccccc1)C1CC1,-8,8,.
COc1ccc(C(=O)N2C(C(=O)NCc3cccc(C(F)(F)F)c3)COC23CCN(C(=O)c2ccccc2C)CC3)cc1 (stereo unspecified),2,3,-2
COC(=O)C1CCC(=S)N1C(=O)OC (stereo unspecified),-4,8,.
O=C(Cc1ccccc1)N1CCCN(c2nc(CN3CCOCC3)cc(=O)[nH]2)CC1,-6,7,.
Nc1ccc(N2CCOCC2)c(S(=O)(=O)Nc2cc(Cl)ccc2Cl)c1,-2,-9,.
Cc1ccc(/C=C/C(=O)Nc2ccc(C)c(S(N)(=O)=O)c2)c(Br)c1,3,-1,.
O=C(O)/C=C/c1ccc(S(=O)(=O)Nc2ccc(N3CCOCC3)nc2)cc1,-3,8,.
N#Cc1c(SCc2ccccc2)nc2c(c1-c1ccc(O)cc1)CCCC2,2,-4,.
CCN(Cc1noc(C2CC2)n1)C(=O)c1ccc2c(c1)OCCN2C,-6,-1,-14
O=C(CCc1ccc2c(c1)OCO2)NC1CCc2[nH]c3ccc(Br)cc3c2C1 (stereo unspecified),-4,27,-2
CN(CC1CCN(CCc2ccc(Cl)cc2)CC1)C(=O)c1ccc(-n2cccn2)cc1,-5,14,-9
C#CCN[C@@H]1CCc2ccccc21,-4,-8,.
COc1ccc(F)c(-c2nc(CN3CCCOCC3)c(C)o2)c1,-2,2,-10
CC1(C)CC(=O)C=C(C(=O)N2CCCC(N3CCN(c4ccccc4F)CC3)C2)O1 (stereo unspecified),-9,7,.
Cc1ccccc1C1CC(=O)c2cnc(N3CCOCC3)nc2C1 (stereo unspecified),-6,1,.
Cc1ccccc1C1c2ccsc2CCN1C(=O)CN(C1CCCCC1)S(=O)(=O)/C=C/c1ccccc1 (stereo unspecified),1,-10,0
COc1cc(C=C(C#N)C#N)ccc1OC(=O)c1ccccc1Br,-2,-8,14
O=C(CCc1cccnc1)Nc1cccc(Br)c1,-6,5,-6
Cc1ccsc1CN(Cc1ccccc1)C(=O)CN(C(=O)Nc1ccccc1C(F)(F)F)C(C)C,0,-10,-2
CCc1nnc(CN2CCC(C3CCCCCN3S(=O)(=O)c3ccccc3)CC2)o1 (stereo unspecified),-2,6,-16
CCCCc1nc2sc3c(NCCN4CCOCC4)ncnc3c2c2c1COC(C)(C)C2,-4,6,.
O=C(OCc1nc(C(=O)NCCOc2ccccc2Cl)cs1)c1ccccc1,-6,-2,-3
COC1=CC(=O)C[C@@H](C)[C@]12Oc1c(Cl)c(OC)cc(OC)c1C2=O,-2&-3&1,-8&-4&0,-5
Nc1nnc(SCC(=O)Nc2ccnn2C2CCCC2)s1,-5,1,.
CN1CCN(c2nc(-c3ccc(Br)s3)cs2)CC1,-4,9,-1
COc1ccc(-c2csc(=Nc3ccccc3SC)n2Cc2cccc(OC)c2)cc1,-4,-6,-5
O=C(CS(=O)(=O)c1ccc2c(c1)S(=O)(=O)N=CN2)N1CCC(Cc2ccccc2)CC1,-4,-2,-4
Cn1c(=O)c2c(nc(CN3CCOCC3)n2CC(=O)c2ccccc2)n(C)c1=O,-1,-1,.
O=C(NCCCN1CCCC1=O)C(C1CCCC1)N1CCN(C(=O)c2ccc([N+](=O)[O-])cc2)CC1 (stereo unspecified),4,-3,.
COC(=O)c1ccc(CSc2nnc(-c3ccc(OC)cc3)n2-c2ccccc2C)o1,-12,.,-9
C=CCCC(O)CN(CCc1nc(-c2cc(OC)c(OC)c(OC)c2)no1)Cc1ccccc1 (stereo unspecified),-6,5,-5
CCCN(C(=O)CN1C(=O)NC(CC(C)C)C1=O)C1=CCCCC1 (stereo unspecified),-5,2,.
CCOC(=O)C(C#N)=CNc1nc2c(s1)CC(C)CC2 (stereo unspecified),2,-6,8
O=C(NCCCN1CCOCC1)C1CC(=O)N(C2CCCC2)C1 (stereo unspecified),0,-4,.
COc1ccccc1C1=NN(C(=O)CN2CCN(c3ccccc3F)CC2)C(c2ccc(C)cc2)C1 (stereo unspecified),-5,-2,-5
O=C(CCCn1cnnn1)Nc1cnc2n1CCCC2,-7,9,-12

# (further entries)
SMILES,hcGAS inh,NPYLR7 ag,mcGAS inh
CCCCN(C)C(=O)NCCN(C)C1CCCC1,-18,-1,.
O=C(Nc1ccncc1)c1csc(I)c1,-3,5,-16
CN1CCCc2cc(C(CNC(=O)c3cccs3)N3CCCCC3)ccc21 (stereo unspecified),-6,7,.
CC(C)c1nccn1Cc1cc(C(=O)N(Cc2ccccn2)C2CC2)n[nH]1,1,3,-3
CC(C)CCN1CCNC(=O)C1CC(=O)NCc1ccc(-n2cccn2)cc1 (stereo unspecified),4,5,-7
CCOC(=O)[C@@H]1[C@@H](OC(N)=O)C(=O)N(Cc2ccccc2)C12CCN(C(=O)c1ccccc1)CC2,9,28,-6
CCOC(=O)C1=C(C)NC2=C(C(=O)CC(c3ccccc3)C2)C1c1ccccc1OC(C)C (stereo unspecified),2,1,.
CCCNC(=O)CNC(=O)N1CCN(S(=O)(=O)c2c(C)cc(C)cc2C)CC1,-6,16,-5
Cc1cc(/C=C(/C#N)c2nnc(-c3ccccc3)n2C)cc(C)c1O,-5,-9,-13
Cc1ccc(C)c(NC(=O)C(C)Nc2cccc(OC3CCCC3)c2)c1 (stereo unspecified),-11,7,.
COCCn1c(=NC(=O)c2ccn(C)n2)sc2cc(F)cc(F)c21,2,.,-1
O=C1CC(N2CCN(c3ccccn3)CC2)C(=O)N1CCc1ccccc1 (stereo unspecified),-4,4,.
O=C(CSc1nc2scc(-c3ccccc3)c2c(=O)n1-c1ccccc1)NCc1ccco1,-6,-4,-7
Cc1cc(O)c(CN2CCN(C)CC2)c2c1C(=O)/C(=C/c1cccs1)O2,-2,49*,-6
Cc1cc(=O)[nH]c2nnc(SCC(=O)N3CCC(C)CC3)n12,0,-9,-5
Cc1cc(=O)[nH]c(NN=Cc2c(C)[nH]c3ccccc23)n1,4,-6,.
COC(=O)CN1C(=O)/C(=C\c2ccc(F)cc2)SC1=S,-3,-3,.
Cc1cc2cc(CNC(=O)CCCc3ccccc3)ccc2[nH]1,1,4,-1
Cc1cc(Cl)ccc1NC(=O)CCc1ccc2c(c1)OCCO2,2,0,.
Cc1ccc(NC(=O)CN2C(=O)c3cccc4c(Cl)ccc2c34)cc1C,-12,-1,.
COc1cc(C(=O)N2CCOC(COc3ccccc3OC)C2)ccc1F (stereo unspecified),-7,-8,-6
CCOc1nn(CC)cc1C(=O)O,-5,-3,.
COCCN(CC(=O)N1N=C(c2cccn2C)CC1c1ccccc1)C(=O)COC (stereo unspecified),-6,6,.
CCOC(=O)c1c(NC(=O)Cc2ccc(Cl)cc2)sc(C(=O)Nc2cccc(OC)c2)c1C,-5,-10,.
COCc1cc(C(=O)OC(C)c2cnccn2)ccc1F (stereo unspecified),-12,13,.
Cc1ccc2c(c1)oc(=O)n2C1CCN(C(=O)c2ccco2)CC1,-5,27,-8
Cn1cc(CN(CCO)Cc2cn[nH]c2-c2ccc(F)cc2)cn1,-2,.,-2
Cc1nc2ccccc2nc1CN1CCC(CNC(=O)NC(C)C)C1 (stereo unspecified),-4,3,.
O=S(=O)(Nc1cc(F)ccc1F)c1cc(C(F)(F)F)ccc1Cl,-6,2,-4
CN(C(=O)CCCc1nc2ccccc2s1)C1CCS(=O)CC1 (stereo unspecified),-7,1,.
CCOc1cccc(C(C)NS(=O)(=O)c2cn(C)c(=O)n(C)c2=O)c1 (stereo unspecified),-3,7,.
O=C(c1ccc2[nH]ccc2c1)N1CCOc2ccc(CN3CCN(CCO)CC3)cc2C1,-8,6,-10
CCOc1ccccc1NC(=O)CSc1nc(=O)n(N2CCN(C)CC2)c2c1CCC2,-6,-6,-6
O=c1oc(-c2ccco2)nc2ccccc12,8,5,-5
Cc1ccc(C)c(S(=O)(=O)N2CCN(CC(=O)NC3CCCCC3)CC2)c1,-3,13,.
CC1=NC2=C(C(=O)CCC2)C(c2ccccc2Cl)C1C(=O)OCCc1ccccc1 (stereo unspecified),8,-3,.
CCCc1noc(CS(=O)(=O)C(C)C(=O)NC(C)(C)C)n1 (stereo unspecified),-4,-3,-16

# A different layout for some results above:
mol | hcGAS inh | NPYLR7 ag | mcGAS inh
COC(=O)CN1C(=O)/C(=C\c2ccc(F)cc2)SC1=S | -3 | -3 | .
Cc1cc2cc(CNC(=O)CCCc3ccccc3)ccc2[nH]1 | 1 | 4 | -1
Cc1cc(Cl)ccc1NC(=O)CCc1ccc2c(c1)OCCO2 | 2 | 0 | .
Cc1ccc(NC(=O)CN2C(=O)c3cccc4c(Cl)ccc2c34)cc1C | -12 | -1 | .
COc1cc(C(=O)N2CCOC(COc3ccccc3OC)C2)ccc1F (stereo unspecified) | -7 | -8 | -6
CCOc1nn(CC)cc1C(=O)O | -5 | -3 | .
COCCN(CC(=O)N1N=C(c2cccn2C)CC1c1ccccc1)C(=O)COC (stereo unspecified) | -6 | 6 | .
CCOC(=O)c1c(NC(=O)Cc2ccc(Cl)cc2)sc(C(=O)Nc2cccc(OC)c2)c1C | -5 | -10 | .
COCc1cc(C(=O)OC(C)c2cnccn2)ccc1F (stereo unspecified) | -12 | 13 | .
Cc1ccc2c(c1)oc(=O)n2C1CCN(C(=O)c2ccco2)CC1 | -5 | 27 | -8
Cn1cc(CN(CCO)Cc2cn[nH]c2-c2ccc(F)cc2)cn1 | -2 | . | -2
Cc1nc2ccccc2nc1CN1CCC(CNC(=O)NC(C)C)C1 (stereo unspecified) | -4 | 3 | .
O=S(=O)(Nc1cc(F)ccc1F)c1cc(C(F)(F)F)ccc1Cl | -6 | 2 | -4
CN(C(=O)CCCc1nc2ccccc2s1)C1CCS(=O)CC1 (stereo unspecified) | -7 | 1 | .
CCOc1cccc(C(C)NS(=O)(=O)c2cn(C)c(=O)n(C)c2=O)c1 (stereo unspecified) | -3 | 7 | .
O=C(c1ccc2[nH]ccc2c1)N1CCOc2ccc(CN3CCN(CCO)CC3)cc2C1 | -8 | 6 | -10
CCOc1ccccc1NC(=O)CSc1nc(=O)n(N2CCN(C)CC2)c2c1CCC2 | -6 | -6 | -6
O=c1oc(-c2ccco2)nc2ccccc12 | 8 | 5 | -5

# Not a hit list. Share with any hit: about 0.27%.
